# Screens deposited in PubChem BioAssay by National Center for Advancing Translational Sciences (NCATS).
# D3 ag: D3 dopamine receptor (human) agonism; D3R DiscoveRx beta-arrestin cells, luminescence, 90 min; P35462; AID 652048; 0.58% of 410,000 active; max activation, %; in the data active means max activation above about 30%; further: 0% is about no effect; mostly tested at two doses, the higher about 12 µM
#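 Agonist-mode cell screen: cells plated at 1500/well and incubated overnight at 37 °C, then exposed to library compounds for 90 min at 37 °C. Detection reagent was added for 30–60 min at room temperature, and luminescence was read.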
# aSyn rescue: inhibitors of alpha-synuclein toxicity in yeast; Yeast expressing alpha-synuclein, growth rescue, BacTiter-Glo, 24 h; Potency, µM (series often up to 46.1 µM), for the others: top-dose growth rescue (activation), most hits filed as activators; 0.14% of 370,000 active; further: potency means the concentration at half of the fitted maximal effect; % of control where 0% means no effect; nearly all actives have a fitted effect of over 65% in size
#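 Galactose-induced alpha-syn yeast (OD600=0.02, raffinose-pregrown) + pinned cpd, 24 hr, 30 deg C; growth by BacTiter-Glo luminescence. Growth restoration scores as activation.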
# D3 antag: D3 dopamine receptor (human) antagonism; P35462; D3R cells, DiscoveRx beta-arrestin luminescence, antagonist mode; hits give low values; max response, negative = inhibition, %; 2.5% of 360,000 active; AID 652054; in the data active means max response below about -50%; inconclusive means no clear call, values can overlap the other calls; further: on the % scale 0 is the no-effect control and ±100 the full control effect; mostly tested at two doses, the higher about 12 µM
#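 Cells plated overnight at 1500 cells/well, then exposed to library compounds with dopamine controls for 90 minutes at 37 degrees C. DiscoveRx reagent added for 30–60 minutes at room temperature; luminescence read, quantitative HTS format.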
# FUS suppressor: suppressors of FUS proteinopathy in yeast; 0.24% of 390,000 active; Potency, µM (highest dose often 76.6 µM), for the others: at the highest dose growth rescue (activation), usual class: activators; S. cerevisiae FUS-expressing, growth rescue, OD600, 24 h;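 further: potency means the concentration at half of the fitted maximal effect; plate controls were DMSO vehicle for no effect and reference control for full effect; nearly all actives have a fitted effect of over 55% in size; some results filed as inactive show a strong effect at the top dose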
#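 Galactose (2%) drives FUS expression in yeast precultured in raffinose; seeding density OD 0.005. Test compounds incubated 24hr at 30C and 99% humidity before absorbance at 600 nm was measured.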
# EPAC2 antag: EPAC2 (human) antagonism; Q8WZA2; EPAC2 GEF exchange of Rap1B-BODIPY-GDP, fluorescence; Potency, µM (highest dose often 114 µM), for the others: top-dose activity, negative = inhibition, hits mostly inhibitors; 0.18% of 360,000 active; AID 720708; further: potency means the concentration at half of the fitted maximal effect; on the % scale 0 is the no-effect control and ±100 the full control effect; nearly all actives have a fitted effect of over 45% in size; many of its hits are not listed in these tables
# Target sequence (Q8WZA2 whole entry, looked up): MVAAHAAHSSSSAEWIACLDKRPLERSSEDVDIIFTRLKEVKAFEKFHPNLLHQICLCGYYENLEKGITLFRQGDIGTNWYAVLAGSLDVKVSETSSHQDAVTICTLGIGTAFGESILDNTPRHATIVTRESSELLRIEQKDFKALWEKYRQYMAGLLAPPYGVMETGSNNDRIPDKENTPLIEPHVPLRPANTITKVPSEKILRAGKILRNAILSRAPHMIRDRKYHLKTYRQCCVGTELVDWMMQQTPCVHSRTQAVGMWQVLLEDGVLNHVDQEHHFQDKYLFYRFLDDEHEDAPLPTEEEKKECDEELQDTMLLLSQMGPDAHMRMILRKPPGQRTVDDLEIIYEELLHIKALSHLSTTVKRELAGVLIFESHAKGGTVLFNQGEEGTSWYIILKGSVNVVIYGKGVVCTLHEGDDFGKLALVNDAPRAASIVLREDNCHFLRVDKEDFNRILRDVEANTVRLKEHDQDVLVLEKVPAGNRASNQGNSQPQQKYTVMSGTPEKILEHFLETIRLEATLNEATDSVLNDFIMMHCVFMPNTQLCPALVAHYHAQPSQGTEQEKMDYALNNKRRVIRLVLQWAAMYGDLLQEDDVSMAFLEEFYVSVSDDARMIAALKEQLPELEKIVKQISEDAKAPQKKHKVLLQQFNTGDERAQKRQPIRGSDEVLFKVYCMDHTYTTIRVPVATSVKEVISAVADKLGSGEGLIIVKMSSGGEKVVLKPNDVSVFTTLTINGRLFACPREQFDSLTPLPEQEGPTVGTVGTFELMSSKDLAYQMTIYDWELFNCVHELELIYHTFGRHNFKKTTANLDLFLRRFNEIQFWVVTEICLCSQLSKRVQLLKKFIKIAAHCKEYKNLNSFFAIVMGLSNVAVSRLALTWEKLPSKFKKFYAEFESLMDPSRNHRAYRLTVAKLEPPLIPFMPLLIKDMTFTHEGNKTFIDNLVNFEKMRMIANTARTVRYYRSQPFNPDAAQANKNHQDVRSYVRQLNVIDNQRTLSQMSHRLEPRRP
# TDP-43 yeast inh: rescues yeast growth from TDP-43 toxicity. TDP-43 expressing yeast growth rescue, BacTiter-Glo, 24 h. Potency, µM (series often up to 46.1 µM), for inactives: at the top dose growth rescue (activation), hits mostly activators. 1.8% of 410,000 active; further: potency means the concentration at half of the fitted maximal effect; % of control where 0% means no effect; nearly all actives have a fitted effect of over 50% in size
#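 In this qHTS, compounds that restore growth of yeast expressing TDP-43 appear as activators. Cells (OD600=0.02, galactose medium, raffinose-pregrown) are incubated with compound 24 hr at 30 deg C and growth is quantified by BacTiter-Glo.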
# Abeta rescue: restores growth of yeast expressing A-beta42 peptide. yeast expressing A-beta42, growth rescue, OD600, 48 h; response scale: 0% DMSO, 100% iron-clioquinol control. Potency, µM (doses to about 46.1 µM), for inactives: at the highest dose growth rescue, usual class: activators. 0.063% of 410,000 active; further: potency means the concentration at half of the fitted maximal effect; nearly all actives have a fitted effect of over 55% in size
#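 Growth rescue measured by 600 nm absorbance after 48 h yeast culture at 30 C with compound. Values normalized between DMSO and an equimolar ferric chloride plus clioquinol control.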
# EPAC2 ag: agonists of human EPAC2 (RAPGEF4); Q8WZA2; EPAC2 activation, biochemical qHTS; response scale: 100% = 6.5 mM cAMP response; Potency, µM (titrated, usually from 154 µM), without a hit: at the highest dose activation, actives largely listed as activators; 0.079% of 360,000 active; further: potency means the concentration at half of the fitted maximal effect; nearly all actives have a fitted effect of over 50% in size
#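 Nucleotide exchange monitored as fluorescence drop when BODIPY-GDP leaves Rap1B. Reaction: 100 nM EPAC2, 250 nM RAP1B-BODIPY-GDP, 50 uM GDP, room temperature, kinetic read over 30 min. Activity expressed relative to 6.5 mM cAMP.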
# The depositor's hits bear a star; ? = inconclusive; . = no result given; [ ] = dose if it differs, or a comment. Unless noted, the call rests on the fitted dose curve; in most records, active means well fitted curve in the direction sought with a large enough effect; inconclusive means small, poorly fitted or top-dose-only effect, or another doubt; inactive means no such curve, though single readings can be large; an effect the other way counts as inactive or inconclusive. Only part of the results is shown (hit frequency here may not be typical).
SMILES,D3 ag,aSyn rescue,D3 antag,FUS suppressor,EPAC2 antag,TDP-43 yeast inh,Abeta rescue,EPAC2 ag
COc1ccc(NC(=O)c2sc3nc4c(cc3c2N)CN(Cc2ccccc2)CC4)cc1,-3.8,.,.,-5.4%,.,11.3%,-8.6%,.
Cc1nn(C)cc1C(C(=O)NC1CCCCC1)N(C(=O)Cc1cccs1)c1ccc(C(C)C)cc1 (stereo unspecified),-28.0,-4.8%,-12.2,46.2%,1.1%,-1.9%,5.7%,-14.8%
CCOc1ccc(NC(=O)Cc2ccc(S(=O)(=O)N3CCOCC3)s2)cc1OCC,-3.4,-10.3%,-3.4,.,2.6%,21.7%,0.6%,4.9%
CC(CCc1ccccc1)NC(=O)Cn1ncc2c3ccccc3n(Cc3ccccc3F)c2c1=O (stereo unspecified),-2.9,.,.,-19.7%,.,0.0%[9.22 µM],-0.7%,.
O=C(O)CCC(=O)N1CCc2c([nH]c3ccccc23)C1C(F)(F)F (stereo unspecified),10.2,4.3%,-0.7,10.8%,1.5%,-3.1%,-2.5%,8.7%
CCOC(=O)Nc1ccc2nc(Sc3ccc(Cl)cc3)sc2c1,1.3,-4.2%,30.7,-17.8%,-6.9%,-8.4%,4.1%,1.3%
CC1=Nc2cc(C(=O)NCCc3ccc(Cl)cc3)ccc2Sc2c(C)ccc(C)c21,-9.5,?,.,24.7%,.,7.2%,-10.3%,.
CCN(C(=O)c1cc2c(s1)-c1c(C)cccc1OC2)c1ccccc1F,-10.8,.,.,44.2%,.,13.5%,-0.8%,.
CC(C)(C)NC(=O)Cn1c(SCC(=O)NC2CCCC2)nc2ccccc21,10.0,1.3%,7.3,-2.1%,0.7%,-7.0%,-2.1%,-6.9%
COc1ccc(C(=O)C[C@@H]2OC[C@H](Cc3ccccc3)N2S(=O)(=O)c2ccc(C)cc2)cc1OC,4.2,-7.9%,-1.8,?,-21.2%,3.0%,-5.7%,4.9%
CCOC(=O)Cc1csc(NC(=O)Cc2ccccc2)n1,-3.6,-5.1%,4.8,-13.2%,-1.1%,24.5%,21.2%,3.3%
O=C(CSc1nnc(NCc2ccccc2)s1)NC1CCS(=O)(=O)C1 (stereo unspecified),-1.0,5.8%,8.7,-6.2%,1.4%,7.8%,5.3%,13.7%
O=C(CSc1nnc(Nc2ccccc2F)s1)c1cc2ccccc2o1,4.9,0.7%,12.6,.,-0.3%,?,11.4%,10.4%
CCOC(=O)c1c(NC(=O)c2cccs2)sc2c1CCN(C(=O)OCC)C2,7.3,1.1%,25.6,19.6%,-1.9%,-8.5%,3.1%,5.2%[15.6 µM]
N#CC1(NC(=O)COC(=O)CN2C(=O)c3ccccc3C2=O)CCCCC1,1.0,-1.2%,25.6,-9.0%,-1.1%,-22.0%,5.1%,8.6%
CC(C)(C)NC(=S)N/N=C/c1cccnc1,7.4,-1.0%,5.4,-18.6%,-4.1%,24.7%,?,0.1%
CC(=O)Nc1ccc(C(=O)CSc2nnc(C)o2)cc1,0.1,-2.3%,-12.3,-10.8%,-4.5%,2.0%,10.0%,10.5%
CCOC(=O)CSc1cc(C)nc(N)n1,-0.3,-0.2%,24.6,-11.6%,1.7%,4.6%,7.4%,2.8%
CCCCn1c(N)c(N(CCC(C)C)C(=O)COC(=O)c2ccccc2)c(=O)[nH]c1=O,1.1,-0.5%,3.2,0.4%,-15.5%,?,-6.6%,-17.7%
CCn1c(CNC(=O)c2ccccc2)nnc1SCC(=O)N1CCN(c2ccccc2)CC1,-1.5,4.0%,29.2,0.5%,3.9%,25.6%,18.8%,4.6%

# Two compounds drawn at random from those above:
SMILES,D3 ag,aSyn rescue,D3 antag,FUS suppressor,EPAC2 antag,TDP-43 yeast inh,Abeta rescue,EPAC2 ag
CCOC(=O)CSc1cc(C)nc(N)n1,-0.3,-0.2%,24.6,-11.6%,1.7%,4.6%,7.4%,2.8%
O=C(CSc1nnc(Nc2ccccc2F)s1)c1cc2ccccc2o1,4.9,0.7%,12.6,.,-0.3%,?,11.4%,10.4%

# (further entries)
SMILES,D3 ag,aSyn rescue,D3 antag,FUS suppressor,EPAC2 antag,TDP-43 yeast inh,Abeta rescue,EPAC2 ag
COc1ccc(C2/C=C\CN(C(=O)Nc3ccccc3)CC(=O)N2Cc2ccc(F)cc2)cc1 (stereo unspecified),8.5,-3.4%,-4.2,10.0%,-12.4%,12.2%,-14.7%,16.1%
CC1CC(C)CN(C(C(=O)NC2CCCCC2)c2ccnc3ccccc23)C1 (stereo unspecified),5.6,1.9%,5.4,-20.8%,11.0%,23.9%,-6.9%,6.1%
CCOc1ccc(-c2nc(CSc3nnc(N)s3)cs2)cc1,0.9,-6.9%,15.2,-11.4%,2.7%[57.1 µM],-10.6%,10.5%,?
COc1ccc(OC)c(NC(=O)c2cc(C3CC3)nc3c2c(C)nn3-c2ccc(C)cc2)c1,3.8,.,.,-22.2%,.,0.0%[9.22 µM],4.2%,.
COC(=O)c1ccc([C@H](NC(=O)c2ccco2)[C@]2(C)C[C@H]2C2CCCCC2)cc1,-6.6,-20.7%,0.0,28.6%,-7.6%,-23.0%,-10.1%,2.3%
CCCCn1nnnc1NCc1cc(OC)c(OC)c(OC)c1,17.3,0.6%,17.5,8.2%,-2.6%,-7.1%,20.8%,10.9%
C/C(=N\NC(=O)c1ccc(CSc2nncn2C)cc1)c1ccc(Cl)cc1,-3.9,-0.2%,0.2,-4.6%,10.7%,-15.3%[0.397 µM],-1.8%,-0.1%
COc1ccccc1-c1nnc(SCC(=O)NCc2ccco2)n1N,-0.7,-1.5%,-16.7,4.9%,0.7%,14.6%,-15.3%,-5.0%
CC(=O)c1cnc2cc(-c3ccc(C)cc3)nn2c1C,5.1,5.6%,16.4,0.8%,-1.8%,-2.2%,-4.4%,7.4%
Cc1nc2ccccc2c2oc(C(=O)NCc3ccc4c(c3)OCO4)cc12,5.2,0.7%,24.5,6.9%,-1.1%,?,-3.2%,-4.8%
O=C(COC(=O)c1cncc(Br)c1)Nc1ccc(N2CCCCC2)cc1,2.6,-1.9%,18.4,7.9%,-1.2%,-2.4%,-11.1%,5.2%
Cc1ccc(CN(c2ccc(C(=O)NCC3CCCO3)cc2)S(C)(=O)=O)cc1 (stereo unspecified),-0.4,0.9%,0.7,-10.6%,5.1%,?,3.6%,3.9%
Cc1cc2oc(C(=O)N(Cc3ccccc3)C3CCS(=O)(=O)C3)cc(=O)c2cc1Cl (stereo unspecified),-5.9,11.8%,-19.0,43.0%,0.9%,-23.9%,2.7%,5.0%
COC(=O)C(=Cc1ccc(-c2ccsc2C(=O)OC)o1)C(=O)OC,-12.9,-6.0%,-5.6,6.7%,-14.2%,-19.2%,9.6%,13.3%
COc1ccc(CCC(=O)Nc2nccs2)cc1OC,-7.3,-2.5%,18.1,24.8%,6.8%,-17.3%,-61.4%[inhibitor],11.2%
CC(=O)c1c(C)oc2ccc(N(C(=O)C3CCCCC3)S(=O)(=O)c3cc([N+](=O)[O-])ccc3C)cc12,-23.4,9.3%,-22.7,14.1%,6.0%,2.3%,-10.7%,2.1%
O=C(N/N=C/c1cn(-c2ccccc2)nc1-c1cccs1)c1ccccc1F,-0.5,0.5%,45.0,.,-2.1%,17.8%,-8.3%,12.2%
Cc1cccc(NS(=O)(=O)c2ccc(C(=O)NCC(c3ccccc3)N(C)C)cc2)c1C (stereo unspecified),-20.1,13.3%,-25.3,-2.3%,-12.3%,-5.3%,1.3%,-11.2%
O=C(CSc1nnc(NC(=O)c2c(F)cccc2F)s1)NCC1CCCO1 (stereo unspecified),13.7,0.4%,5.5,-14.4%,1.9%,14.6%,9.0%,-1.9%
COc1ccc(N2CCN(C(=N)/C(C(C)=O)=C(\C)O)CC2)cc1,-3.8,-2.8%,0.0,?,-24.4%[57.1 µM],-9.9%,-5.2%,10.1%
OC1CCCC1,5.9,2.2%,9.5,-30.8%,-2.0%,17.6%,4.4%,2.1%
COc1ccc(NC(=O)Cn2c(=O)n(CC(=O)NCc3ccco3)c(=O)c3ccccc32)cc1OC,2.0,1.5%,-0.7,14.1%,-4.2%,9.7%,18.1%,-15.0%
COc1ccccc1-c1cnc(C(O)c2ccc(C(C)(C)C)cc2)[nH]1 (stereo unspecified),-0.9,0.3%,-19.4,9.1%,?,-1.2%,-12.7%,2.5%
CC(=O)c1ccc(OC(=O)c2nc(-c3ccccc3)oc2C)cc1,-2.8,5.5%,20.3,13.9%,4.6%,-20.1%,-1.8%,-0.7%
O=c1c(Cc2ccccc2)c(O)nc2n1CCS2,2.1,-4.9%,19.4,14.0%,6.8%,2.6%,-0.8%,-14.5%
COC(=O)c1cc(NC(=O)c2ccccc2F)cc(C(=O)OC)c1,1.2,5.6%,-8.0,2.7%,-4.9%,-9.6%[0.397 µM],-2.4%,3.4%
O=C(NN1C(=O)C2C(c3ccccc3)C=CC(c3ccccc3)C2C1=O)c1ccncc1 (stereo unspecified),1.3,0.3%,1.4,19.8%,-11.2%,12.4%,10.6%,-1.8%
COc1ccc2c(c1)[nH]c1c(=O)n(CCCN3CCOCC3)cnc12,1.8,3.2%,8.1,-11.6%,-5.4%,5.0%,21.9%,7.6%
CC(O)(c1ccc(F)c(F)c1)c1nc(-c2cccc(C(F)(F)F)c2)cs1 (stereo unspecified),-3.0,-77.8%[inhibitor],19.5,12.5%,-11.3%,-92.5%[inhibitor],-77.4%[inhibitor],-2.8%
COc1ccc(NC(=O)CCCn2nc(C)c3c(C)n(-c4ccccc4)nc3c2=O)cc1,0.3,-6.5%,-5.8,6.1%,-1.9%,2.9%,-0.1%,7.9%
O=C1NCC(=O)N(Cc2ccccc2)/C1=C/c1ccccc1,6.0,3.2%,11.4,2.0%,-3.6%,-10.4%,15.6%,7.8%
Cc1c(OCc2ccc(C(=O)O)cc2)ccc2c(-c3ccccc3)cc(=O)oc12,3.3,-0.8%,-4.7,-7.7%,?,9.8%,7.0%,0.0%
O=C(N=C1SC2CS(=O)(=O)CC2N1Cc1ccccc1)c1ccccc1 (stereo unspecified),-2.7,-4.3%,-13.0,-6.8%,-1.5%,10.4%,4.5%,0.8%
O=C(Cn1nnc(-c2ccccc2)n1)Nc1cccc(S(=O)(=O)N2CCOCC2)c1,-3.2,1.0%,0.1,9.4%,-7.4%,16.0%,12.0%,1.7%
